Screening data from PubChem.
PME-1 inh – PME-1 (human) inhibition; recombinant PME-1, FP-Rh probe fluorescence polarization; 0.53% of 320,000 active; Q9Y570; inhibition, % at 5.9 µM;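 active means inhibition above the campaign mean of all compounds plus 3 SD, cut at about 26% in these data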;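 further: competitive labeling of PME-1 active site by serine hydrolase directed probe; 0% = PME-1 with DMSO and 100% = wells lacking PME-1 enzyme; inhibitors block probe labeling so polarization falls and inhibition rises; many of its hits are not listed in these tables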
pPAFAH inh – inhibitors of human plasma PAF acetylhydrolase (pPAFAH); Q13093; recombinant pPAFAH, FP-rhodamine probe fluorescence polarization; inhibition, % at 3.39 µM; 1.5% of 330,000 active; AID 463082;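 active means inhibition above the mean inhibition across the screen plus 3 SD, cut at about 25% in these data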;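 further: inhibitors block binding of the rhodamine activity-based probe so polarization drops; 0% = enzyme with DMSO and 100% = wells lacking pPAFAH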
PAD4 FP inh – PAD4 (human) enzyme inhibition | inhibition, % at 6.36 µM | 0.41% of 330,000 active | Q9UM07 | recombinant PAD4, RCA probe fluorescence polarization;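 active means percent inhibition above a cutoff equal to the mean of all tested compounds plus 3 SD, cut at about 15% in these data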;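 further: 0% = PAD4 with RCA probe and DMSO and 100% = probe without PAD4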
Target sequence (Q9UM07 whole entry, looked up): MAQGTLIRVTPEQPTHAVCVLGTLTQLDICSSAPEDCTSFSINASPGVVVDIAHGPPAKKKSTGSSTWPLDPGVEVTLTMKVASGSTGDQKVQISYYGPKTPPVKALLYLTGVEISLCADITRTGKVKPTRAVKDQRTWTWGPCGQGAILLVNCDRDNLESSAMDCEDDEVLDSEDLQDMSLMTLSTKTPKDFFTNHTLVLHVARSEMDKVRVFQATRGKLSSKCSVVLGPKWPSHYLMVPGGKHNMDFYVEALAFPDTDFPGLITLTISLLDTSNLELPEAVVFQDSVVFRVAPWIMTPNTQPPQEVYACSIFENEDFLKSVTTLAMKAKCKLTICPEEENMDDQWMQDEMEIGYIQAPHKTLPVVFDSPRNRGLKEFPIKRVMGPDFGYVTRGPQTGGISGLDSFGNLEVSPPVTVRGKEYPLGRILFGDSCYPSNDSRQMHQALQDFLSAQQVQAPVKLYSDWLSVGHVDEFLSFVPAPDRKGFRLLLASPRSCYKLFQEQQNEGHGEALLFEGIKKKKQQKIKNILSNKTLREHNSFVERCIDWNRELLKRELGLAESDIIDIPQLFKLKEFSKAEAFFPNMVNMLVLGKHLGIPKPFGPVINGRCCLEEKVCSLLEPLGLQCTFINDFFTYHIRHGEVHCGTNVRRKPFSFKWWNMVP
Fam108B counter – Fam108B inhibition, counter-screen for RBBP9 inhibitors | recombinant Fam108B, FP-Rh probe fluorescence polarization | inhibition, % at 9.51 µM | 0.33% of 300,000 active;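 active means inhibition above the screen mean inhibition plus 3 SD, computed separately per campaign, cut at about 18% in these data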;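 further: inhibitors lower polarization as less probe binds the enzyme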
PAFAH1B3 FP inh – blocks human PAF acetylhydrolase 1B catalytic subunit 3; Q15102; recombinant PAFAH1B3, FP-rhodamine probe, fluorescence polarization; inhibition, % at 3.39 µM; 0.28% of 340,000 active; AID 492972;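 active means inhibition above the screen-wide average of all tested compounds plus 3 SD, cut at about 25% in these data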;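 further: 0% = enzyme with DMSO only and 100% = wells lacking PAFAH1B3 protein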
Target sequence (Q15102 whole entry, looked up): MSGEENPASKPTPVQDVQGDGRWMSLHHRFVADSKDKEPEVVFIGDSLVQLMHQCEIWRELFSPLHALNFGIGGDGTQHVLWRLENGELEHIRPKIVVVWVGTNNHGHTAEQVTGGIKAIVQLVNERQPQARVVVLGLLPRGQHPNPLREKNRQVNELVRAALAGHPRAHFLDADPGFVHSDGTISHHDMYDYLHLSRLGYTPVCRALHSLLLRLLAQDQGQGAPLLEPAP
GSTO1 inh – blocks human GSTO1 in RBBP9 counter-screen | recombinant GSTO1, activity-based probe fluorescence polarization | inhibition, % at 5.96 µM | 1.1% of 300,000 active;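 active means inhibition above the campaign mean inhibition plus 3 SD, cut at about 35% in these data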;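 further: 0% = GSTO1-1 with DMSO and 100% = wells lacking GSTO1-1 enzyme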
LYPLA1 inh – blocks human lysophospholipase 1, a PME1 counter-screen; O75608; recombinant LYPLA1, FP-Rh probe fluorescence polarization; inhibition, % at 5.9 µM; 0.16% of 320,000 active; AID 2174;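 active means inhibition above the mean of all tested compounds plus 3 SD, set per campaign, cut at about 14% in these data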;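 further: inhibitors block serine hydrolase probe labeling of LYPLA1 so polarization falls; 0% = enzyme with DMSO and 100% = wells lacking LYPLA1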
PAFAH2 FP inh – PAFAH2 (human) inhibition; Q99487; recombinant PAFAH2, FP-rhodamine activity probe, fluorescence polarization; inhibition, % at 3.39 µM; 0.99% of 340,000 active;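 active means inhibition above the mean over all tested compounds plus 3 SD, cut at about 30% in these data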;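 further: inhibitors block probe labeling of enzyme so polarization drops; 0% = enzyme with DMSO and 100% = wells lacking PAFAH2 protein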
PAFAH1B2 FP inh – blocks human PAF acetylhydrolase 1b catalytic subunit 2 | P68402 | inhibition, % at 3.39 µM | 1.2% of 340,000 active | recombinant PAFAH1B2, FP-rhodamine activity probe, fluorescence polarization | AID 492953;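 active means inhibition above the mean of all tested compounds plus 3 SD, cut at about 24% in these data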;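 further: 0% = enzyme with DMSO and 100% = wells lacking PAFAH1B2; many of its hits are not listed in these tables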
Active calls of the source: *; / = not tested or not shown. Some of the compounds tested; count on the stated rates, not on these rows.

compound	PME-1 inh	pPAFAH inh	PAD4 FP inh	Fam108B counter	PAFAH1B3 FP inh	GSTO1 inh	LYPLA1 inh	PAFAH2 FP inh	PAFAH1B2 FP inh
CC(=O)Nc1ccc(NC(=O)CSc2ccccn2)cc1	-6.1	3.1	-0.5	1.1	0.1	-8.4	-2.5	-2.9	0.0
Cc1ccc(S(=O)(=O)NCCC(=O)NNC(=O)COc2ccc(Br)cc2)cc1C	-0.8	2.9	-1.0	/	0.5	/	-2.5	13.2	11.6
COc1cccc(CNc2ccc(S(=O)(=O)N3CCN(C)CC3)cn2)c1	-2.8	2.0	0.4	/	7.0	/	-2.3	13.9	15.6
O=c1ccccn1Cc1ccccc1F	-9.4	1.6	-9.4	8.7	4.6	10.2	2.8	-1.9	0.3
CC(NC(=O)c1cccc(C(F)(F)F)c1)C(c1ccccc1)N1CCOCC1 (stereo not drawn)	3.0	4.7	-1.1	1.2	7.2	-5.7	-3.1	2.6	3.3
Cc1c(-c2ncn[nH]2)sc(C#N)c1-c1ccccc1	0.2	2.0	-3.6	0.2	1.5	-2.1	-4.9	6.5	6.7
O=C(Nc1cccc(NC(=O)c2ccc([N+](=O)[O-])o2)c1)c1ccco1	9.4	0.3	-12.0	0.7	14.8	4.9	-4.1	2.4	1.9
COC(=O)c1nnn(CC(=O)Nc2cccc(Cl)c2)c1C(=O)OC	6.3	-3.9	0.9	1.1	8.7	2.1	0.5	-2.5	1.1
CC1(C)Cc2cccc(OCC(=O)OCC(=O)Nc3cccc(S(N)(=O)=O)c3)c2O1	-1.9	4.9	-3.6	-1.1	6.7	-2.2	-0.3	-5.1	-1.7
CCOC(=O)c1nn(-c2cccc(Cl)c2)c(C)c1C(C)=O	2.0	-3.2	-1.5	-0.9	5.1	-0.7	1.5	1.1	8.6
C/C(=N/NC(=O)C1COc2ccccc2O1)c1ccco1 (stereo not drawn)	-1.7	8.0	-0.1	5.3	-1.6	-7.0	1.7	3.5	-4.5
O=C(COC(=O)CSc1cc(Cl)ccc1Cl)Nc1ncc(C(F)(F)F)cc1Cl	-3.5	11.3	-2.7	4.5	12.2	0.9	1.9	-7.0	-9.1
COc1cc(C(=S)N2CCOCC2)cc(OC)c1OC(=O)c1ccccc1[N+](=O)[O-]	2.9	-3.1	0.7	0.5	-2.9	1.4	2.6	-2.9	6.2
CNn1cnc2ccsc2c1=O	-5.5	2.6	0.9	-2.8	4.0	0.9	-0.5	-3.6	-1.1
CN(Cc1ccccc1)c1ncnc2sccc12	0.1	6.3	0.2	1.4	-0.1	3.0	-1.7	-10.5	-0.8
O=C(Cn1cnc2ccccc2c1=O)NCCC(=O)Nc1ccc2c(c1)OCO2	2.4	8.3	1.3	-1.0	-2.3	7.8	-4.1	-3.7	0.9
COC(=O)c1sccc1-n1cccc1C(=O)C(=O)Nc1ccc(F)cc1	-1.4	10.2	-2.7	0.5	4.0	1.6	1.3	1.8	4.0
O=C(CCN1CCN(c2ccccc2)CC1)c1ccc(Cl)cc1	1.7	1.4	0.3	0.1	9.5	-5.8	5.0	-0.8	11.2
CCOc1cc(S(=O)(=O)n2cnc(C)c2)ccc1Cl	-1.1	2.7	0.3	6.2	7.8	2.8	-1.4	0.5	2.5
Clc1ccccc1Cc1noc(CN2CCN3CCCC3C2)n1 (stereo not drawn)	1.5	0.7	-2.4	4.3	4.3	4.4	1.8	6.2	3.0
O=C(c1cccc(S(=O)(=O)N2CCCCCC2)c1)N1CCN(c2ccccc2F)CC1	5.0	3.4	0.9	2.4	15.5	4.6	-1.4	0.4	5.5
CCCn1c(N)c(N(CCOC)C(=O)C2CCCC2)c(=O)[nH]c1=O	0.8	-0.8	3.2	/	-3.9	/	1.2	-4.2	3.6
O=C(Nc1ccccc1C1CC1)c1cccs1	5.8	4.5	-7.4	2.0	-0.7	2.2	2.2	-1.3	0.8
COc1cc2c(cc1NC(=O)C(C)Sc1nc3ccccc3n1C)oc1ccccc12 (stereo not drawn)	2.7	-0.8	1.8	-2.9	2.5	-3.3	-0.7	1.1	0.4
Cc1ccc(-n2c(=S)[nH]c3c(oc4ccccc43)c2=O)cc1C	3.7	0.1	7.1	5.0	15.7	-4.1	2.1	9.0	3.6
CCOC(=O)N1CCN(C(=O)C(NS(=O)(=O)c2cccc3nsnc23)c2ccccc2)CC1 (stereo not drawn)	-8.1	-5.7	5.0	0.3	-0.9	8.7	-4.4	-2.0	-3.2
Cc1ccc(C)c(C(=O)COc2ccccc2[N+](=O)[O-])c1	3.5	-1.1	-0.5	2.6	1.8	1.7	-3.7	1.1	6.0
CC(C)(CSc1nncn1/N=C/c1ccco1)NS(=O)(=O)c1ccc(Cl)cc1	3.3	3.2	0.5	-0.8	-1.9	4.8	1.3	-3.7	3.8
NS(=O)(=O)c1ccc(NC(=S)NCc2cccc(Cl)c2)cc1	6.7	-0.6	-1.6	1.1	0.8	-4.2	-7.2	-2.1	1.6
CCCNC(=O)c1ccc(N2CCC3(CC2)CC(c2ccccc2)=NO3)c(NC(=O)c2ccc(Br)cc2)c1	-8.4	-0.8	-3.7	-10.9	6.6	-14.7	-5.8	-7.7	-2.6
Cc1ccc(-c2[nH]ncc2CN2CCN(C(=O)c3cccs3)CC2)cc1C	7.5	-3.7	-2.4	0.4	0.6	-1.8	0.7	-3.0	-0.5
Cc1nnc(NC(=O)c2ccc(S(=O)(=O)C(F)F)cc2)s1	2.4	-1.4	-10.2	2.2	3.8	-11.9	0.9	-1.7	-2.7
O=C(COC(=O)c1ccccn1)NCc1ccccc1	-1.4	3.3	-0.3	0.3	4.6	6.1	0.0	3.0	-0.7
COc1ccc(N2CCN(C(=O)CNC(=O)Cn3cnc4sc(C)c(C)c4c3=O)CC2)cc1	-6.2	-3.8	-0.4	-1.1	3.2	-2.0	2.7	4.1	0.4
CCOC(=O)CSc1nnc(NC(=O)c2cccc(S(=O)(=O)N3CCCCCC3)c2)s1	5.1	6.2	4.7	-4.4	-0.5	-2.1	-2.3	5.3	18.0
CCn1c(=O)n(CC(=O)NCc2ccccc2OC)c(=O)c2ccccc21	-5.4	1.8	-0.7	-1.7	6.6	0.5	-0.2	5.7	-0.9
COC(=O)[C@@]1(Cc2ccc(F)cc2)[C@H]2c3cc(C(=O)N(C)C)n(Cc4ccccc4)c3C[C@H]2CN1C(=O)c1ccccc1	-2.7	3.8	0.7	0.7	/	1.0	1.0	/	/
COc1ccccc1OCC(=O)NCCc1nc2ccccc2[nH]1	-1.6	0.5	-0.9	-2.8	3.0	7.8	0.7	0.6	-1.5
CCCCCCn1c(SCCOC)nc2c1c(=O)[nH]c(=O)n2C	1.8	0.6	-0.2	2.1	-3.7	1.1	-0.1	3.2	-0.9
CCC(c1nnnn1CCOC)N(Cc1cc2cc(C)c(C)cc2[nH]c1=O)CC1CCCO1 (stereo not drawn)	-4.5	-3.5	-0.4	0.4	-1.8	2.0	1.9	-4.7	2.5
C[C@@H](C(=O)N[C@H](C(=O)O)c1ccccc1)n1nnc2ccccc2c1=O	1.1	-0.2	-1.8	2.5	5.6	3.2	-0.2	1.2	6.0
O=C(CSc1nnc(CNC(=O)c2ccccc2F)o1)NCc1ccco1	2.9	5.9	0.9	-0.5	1.1	-1.7	-1.4	8.0	0.9
COC(=O)c1sc(N2C(=O)C(O)=C(C(=O)c3ccc(C)o3)C2c2cccs2)nc1C (stereo not drawn)	-11.7	3.5	-14.0	-7.6	-4.7	-16.2	-6.1	-9.1	-5.5
COc1ccc(OC)c(C2=NS(=O)(=O)N(C)C(C(=O)Nc3ccc(F)cc3F)=C2)c1	5.8	4.6	-5.6	1.0	6.0	0.0	-2.5	-14.2	0.2
CC(C)NC(=O)CSc1nncn1-c1ccccc1	-8.3	0.8	-1.4	0.6	4.4	9.3	2.7	-6.8	-4.2
CCCCCN(C(=O)CCC(=O)OC(C)C(=O)Nc1cccc(C#N)c1)c1c(N)n(CCCC)c(=O)[nH]c1=O (stereo not drawn)	-6.8	3.1	0.0	2.8	-4.9	-1.1	1.2	-0.2	-6.4
COC(=O)C1=C(C)NC(=O)C1(NS(=O)(=O)c1ccc(NC(C)=O)cc1)C(F)(F)F (stereo not drawn)	1.6	1.1	-1.5	-3.9	-7.2	3.0	-2.3	-1.8	-0.8
Cc1onc(-c2ccccc2Cl)c1C(=O)NCc1ccc2c(c1)cc(C)n2C	23.1	18.6	38.1*	8.2	11.0	12.8	16.0*	5.7	9.7
CCOC(=O)c1c(NC(=O)Cn2nnc(-c3ccccc3Cl)n2)sc(C)c1C	-4.8	-2.5	-1.7	1.9	3.4	8.6	4.2	-5.2	-2.7
CCN(CC)CCC#CC(O)(c1ccccc1)C1CCCCC1 (stereo not drawn)	-9.4	3.1	0.8	0.2	5.1	16.6	-1.1	3.5	5.6
COc1ccccc1N1C(=O)CC(Sc2n[nH]c(-c3cccc(C)c3)n2)C1=O (stereo not drawn)	-0.9	3.5	4.7	-1.2	-0.2	-2.5	-2.9	-2.5	8.6
CCOC(=O)Cn1c(=O)c(-c2ccccc2N)nc2ccccc21	-2.4	1.2	0.1	2.3	0.5	5.8	0.2	-4.0	-0.7
O=c1cc(CN2CCCCC2)nc(C2CC2)[nH]1	-2.2	-4.3	-5.7	3.9	8.9	2.7	-0.7	3.6	2.5
O=C(Nc1ccccc1OC(F)F)c1ccc(F)cc1	-2.8	1.9	6.3	-0.4	4.3	11.8	1.7	3.9	4.5
O=C(COC(=O)CNC(=O)c1ccccc1)NC(=O)NC1CCCCC1	/	1.5	-5.6	/	-2.2	/	/	5.1	-0.8
CC(C)(C)Nc1nc(Cl)nc(NCCN2CCOCC2)n1	0.8	0.7	1.6	-1.5	-6.5	7.6	3.7	-1.6	5.4
O=C(CN1CCN(C(c2ccccc2)c2ccccc2)CC1)N1CCOCC1	-1.7	-2.9	-5.2	1.7	4.4	-0.3	-0.8	4.3	2.6
OCCNCc1cccc2ccccc12	-3.8	4.8	-0.9	2.8	0.9	5.8	-1.3	7.5	3.1
O=[N+]([O-])c1ccc(CSc2nc3ncc(Br)cc3[nH]2)cc1	-17.4	1.9	-5.9	-8.1	/	-0.7	1.4	/	/
Cc1ccc(NCc2nnc(SCC(=O)Nc3ncc(C)s3)n2CC2CCCO2)c(C)c1 (stereo not drawn)	-0.5	5.8	-1.1	0.4	1.7	6.6	2.8	-11.1	-1.8

The results go on.
compound	PME-1 inh	pPAFAH inh	PAD4 FP inh	Fam108B counter	PAFAH1B3 FP inh	GSTO1 inh	LYPLA1 inh	PAFAH2 FP inh	PAFAH1B2 FP inh
CCCCOC(=O)c1sc2nc(C)cc(C)c2c1N	5.4	3.2	2.7	0.3	/	7.9	0.4	/	/
CN1C(c2ccccc2)=NO[C@]1(C)c1ccccc1	3.2	1.6	-0.5	-0.4	4.1	-6.2	-0.3	1.3	-1.4
CN(C(=O)COC(=O)c1ccccc1Nc1ccccc1)C1CCS(=O)(=O)C1 (stereo not drawn)	3.0	7.7	-0.1	-0.7	11.3	6.1	-1.7	3.7	5.4
O=C(c1ccccc1)c1c(-c2ccccc2)[nH]n(-c2ccccc2)c(=O)c1=O	0.1	-1.5	1.5	-4.0	8.5	-2.4	-0.4	1.6	0.3
